Source: PubChem BioAssay
PI5P4K alpha inh – inhibitors of human PI5P4K alpha. PI5P4Kalpha enzyme, ADP-Glo luminescence, 60 min; stronger effect = lower value. 330,000 tested, 1.2% active. P48426. max response, %; active = max response of -50% or lower; inconclusive = between -30% and -50%; inactive = -30% or higher; note: value at the top dose of about 77 µM; % is set by controls: 0 for no effect and ±100 for the full control effect
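ADP-Glo luminescence end-point after a 60 min room-temperature kinase reaction. PI5P4Kalpha and substrate in HEPES pH 7.4 buffer with EGTA, 0.1% CHAPS and 5% DMSO; ATP at 5 microM final.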
CCT modulator – cytosolic chaperonin activity modulation; purified chaperonin ATPase assay, HTRF ADP detection, 30 min; activity change, % (test concentration not listed), hits read low; 360,000 tested, 0.3% active; AID 651819; in the data active = activity change below about -30%; note: % is set by controls: 0 for no effect and ±100 for the full control effect
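First, chaperonin was dispensed at 40 nM or 20 nM final depending on batch activity. Next, compounds were pinned at 76 uM and ATP added at 10 uM. After 30 min at 37 °C, ADP detection reagents ran 30 min at ambient temperature.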
Mm-Cpn inhibitor – blocks the Methanococcus maripaludis chaperonin Mm-Cpn; Potency, µM (titrated, usually from 76.9 µM), without a hit: at the top dose activity, negative = inhibition, usual class: inhibitors; 330,000 tested, 0.031% active; purified Mm-Cpn ATPase, ADP Transcreener TR-FRET; AID 504842; note: potency is the fitted concentration of half-maximal effect; % is set by controls: 0 for no effect and ±100 for the full control effect; nearly all actives have a fitted effect of over 80% in size
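Inhibition of chaperonin ATP hydrolysis is measured as reduced ADP production, detected by competitive TR-FRET in which signal falls with ADP. Final enzyme 25 nM and ATP 10 uM, reacted 30 min at 37°C.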
EPAC1 antag – antagonists of human EPAC1 | Potency, µM (doses to about 115 µM), for the others: top-dose activity change, negative = inhibition, most hits filed as inhibitors | EPAC1 GEF assay, Rap1b-BODIPY-GDP exchange fluorescence | O95398 | 360,000 tested, 0.14% active;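 note: potency is the fitted concentration of half-maximal effect; plate controls were vehicle for no effect and positive control for full effect; nearly all actives have a fitted effect of over 50% in size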
PLK1 PBD inh – inhibitors of human PLK1 polo-box domain binding; P53350; Plk1 PBD binding of FITC phosphopeptide, fluorescence polarization; Potency, µM, inactives show max response, negative = inhibition, hits mostly inhibitors; 360,000 tested, 2.8% active; note: potency is the fitted concentration of half-maximal effect; series mostly up to about 57 µM; % is set by controls: 0 for no effect and ±100 for the full control effect; nearly all actives have a fitted effect of over 65% in size
EPAC1 ag – agonists of human EPAC1 | O95398 | EPAC1 agonist qHTS, biochemical assay; response scale: 100% = response to 6.5 mM cAMP | Potency, µM (top dose mostly 154 µM), for inactives: at the highest dose activation, most hits filed as activators | 360,000 tested, 0.073% active | AID 720707; note: potency is the fitted concentration of half-maximal effect; nearly all actives have a fitted effect of over 60% in size
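Nucleotide exchange assay: 100 nM EPAC1 with 250 nM Rap1B loaded with BODIPY-GDP and 50 uM GDP, room temperature. Fluorescence (480/540 nm) read every 5 min for 30 min; signal change normalized to 6.5 mM cAMP as full agonist.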
EPAC2 antag – EPAC2 (human) antagonism; Q8WZA2; 360,000 tested, 0.18% active; EPAC2 GEF exchange of Rap1B-BODIPY-GDP, fluorescence; AID 720708; Potency, µM (series often up to 114 µM), without a hit: top-dose activity, negative = inhibition, usual class: inhibitors; note: potency is the fitted concentration of half-maximal effect; % is set by controls: 0 for no effect and ±100 for the full control effect; nearly all actives have a fitted effect of over 45% in size; many of its hits are not listed in these tables
Target sequence (Q8WZA2 whole entry, looked up): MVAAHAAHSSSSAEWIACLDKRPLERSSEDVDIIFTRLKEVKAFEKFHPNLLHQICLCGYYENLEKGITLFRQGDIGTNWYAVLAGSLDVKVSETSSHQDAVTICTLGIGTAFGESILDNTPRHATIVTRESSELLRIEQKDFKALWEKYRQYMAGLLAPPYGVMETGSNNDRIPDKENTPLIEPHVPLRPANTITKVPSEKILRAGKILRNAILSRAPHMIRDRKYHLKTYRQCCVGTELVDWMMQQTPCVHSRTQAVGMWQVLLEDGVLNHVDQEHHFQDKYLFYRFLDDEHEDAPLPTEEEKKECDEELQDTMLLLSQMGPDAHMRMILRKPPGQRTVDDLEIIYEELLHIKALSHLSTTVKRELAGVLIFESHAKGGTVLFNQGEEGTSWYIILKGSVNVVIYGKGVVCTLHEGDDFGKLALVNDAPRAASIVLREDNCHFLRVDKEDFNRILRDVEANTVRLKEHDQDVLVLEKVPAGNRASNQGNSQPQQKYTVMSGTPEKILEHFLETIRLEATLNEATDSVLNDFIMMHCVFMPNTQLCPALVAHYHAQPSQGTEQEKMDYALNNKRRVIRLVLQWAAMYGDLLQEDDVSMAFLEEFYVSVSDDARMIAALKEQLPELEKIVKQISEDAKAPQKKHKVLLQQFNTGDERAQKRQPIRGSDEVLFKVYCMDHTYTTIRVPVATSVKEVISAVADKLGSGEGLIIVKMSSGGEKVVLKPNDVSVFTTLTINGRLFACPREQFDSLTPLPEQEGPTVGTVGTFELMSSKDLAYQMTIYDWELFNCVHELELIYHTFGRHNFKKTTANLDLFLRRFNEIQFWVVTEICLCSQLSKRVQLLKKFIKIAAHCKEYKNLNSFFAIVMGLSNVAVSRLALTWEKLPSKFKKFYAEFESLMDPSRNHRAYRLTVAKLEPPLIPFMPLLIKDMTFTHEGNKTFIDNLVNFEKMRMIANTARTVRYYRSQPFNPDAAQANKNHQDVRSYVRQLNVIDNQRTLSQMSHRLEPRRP
WRN inhibitor – blocks human WRN helicase; Potency, µM (series often up to 114 µM), inactives show at the highest dose activity change, negative = inhibition, actives largely listed as inhibitors; 360,000 tested, 0.46% active; Q14191; AID 651768; WRN helicase unwinding, fluorescent forked duplex, kinetic; note: potency is the fitted concentration of half-maximal effect; % is set by controls: 0 for no effect and ±100 for the full control effect; nearly all actives have a fitted effect of over 55% in size
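Enzyme (20 nM final) and test compound sit together 15 min at room temperature before substrate addition. Substrate is a single-forked duplex oligonucleotide (100 nM) labelled with fluorophore and quencher, with 2 mM ATP; helicase unwinding raises red fluorescence, read kinetically.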
An asterisk follows results filed as active; u = inconclusive; x = not tested or not shown; & = joins results of further samples; ! = repeats disagree; [ ] = remark or other dose. Unless noted, calls come from the whole dose curve; as a rule, active = well fitted curve in the direction sought with a large enough effect; inconclusive = small, poorly fitted or top-dose-only effect, or another doubt; inactive = no such curve, though single readings can be large; an effect the other way counts as inactive or inconclusive. These rows are one share of the data (hit frequency here may not be typical).

Short forms: A = PI5P4K alpha inh; B = CCT modulator; C = Mm-Cpn inhibitor; D = EPAC1 antag; E = PLK1 PBD inh; F = EPAC1 ag; G = EPAC2 antag; H = WRN inhibitor
1. COc1cccc(CN2CCN(Cc3nc(-c4cccc(F)c4F)oc3C)CC2=O)c1
  A: 2	B: 0.7	C: 0%	D: 3%	E: -12%	F: 7%	G: 0%	H: 2%
2. O=C(CSc1ccc(-c2ccncc2)nn1)N1CCN(c2ccccc2)CC1
  A: 9	B: 0.7	C: -1%	D: 12%	E: -8%	F: -5%	G: 16%	H: 5%
3. O=C(O)C(Cc1ccc(O)cc1)N1C(=O)C2CCCCC2C1=O (configuration not stated)
  A: -1	B: -3.7	C: 2%	D: -8%	E: 6%	F: 6%	G: 5%	H: 4%
4. CCn1c(SCC(=O)N2CC(=O)Nc3ccccc32)nnc1-c1ccoc1C
  A: 0	B: -1.0	C: 0%	D: 11%	E: 1%	F: 0%	G: 5%	H: 1%
5. Cc1ccc(SCc2[nH]nc3c2C2(C(=O)N(C)c4ccccc42)C(C#N)=C(N)O3)cc1 (configuration not stated)
  A: -5	B: 0.8	C: 2%	D: 2%	E: u	F: -9%	G: 1%	H: 3%
6. CCOC(=O)c1[nH]c2ccc(OC)cc2c1NC(=O)CCN1CCCC(C)C1 (configuration not stated)
  A: 3	B: 0.8	C: -3%	D: 6%	E: -2%	F: 2%	G: 11%	H: -7%
7. CC(Nc1ncnc2ccccc12)c1ccccc1 (configuration not stated)
  A: 4	B: -1.9	C: 2%	D: 3%	E: u	F: 8%	G: 2%	H: 3%
8. COC(=O)c1ccc(CN2C(=O)C3CCCCC3C2=O)o1 (configuration not stated)
  A: 0	B: -3.3	C: 2%	D: -15%	E: -8%	F: 3%	G: 0%	H: -2%
9. CCCCN(C(=O)COC(=O)c1ccc(C=O)cc1)c1c(N)n(CCC)c(=O)[nH]c1=O
  A: -2	B: 2.6	C: -2%	D: 13%	E: -2%	F: -1%	G: 16%	H: 1%
10. Cc1nn(-c2ccccc2[N+](=O)[O-])c(=O)c2ccccc12
  A: 1	B: 0.6	C: 1%	D: 14%	E: 6%	F: -6%	G: 1%	H: -4%

Short forms: A = PI5P4K alpha inh; B = CCT modulator; C = Mm-Cpn inhibitor; D = EPAC1 antag; E = PLK1 PBD inh; F = EPAC1 ag; G = EPAC2 antag; H = WRN inhibitor
11. CC(C)C[C@@H](CSc1ccccc1)N1CCN(CCc2ccccc2)CCC1=O
  A: 16	B: -2.2	C: 3%	D: u	E: -22%	F: 4%	G: -7%	H: 1%
12. Cc1ccc(Cl)cc1NC(=O)Cn1cc2c(n1)CCCC2
  A: 0	B: -1.6	C: -2%	D: 2%	E: -4%	F: 4%	G: 5%	H: 3%
13. COc1ccc(NS(=O)(=O)c2cn(C)nc2C)cc1
  A: -2	B: -2.2	C: 1%	D: -8%	E: -4%	F: 0%	G: 4%	H: 4%
14. O=S(=O)(c1cccc2ccccc12)n1nnc2ccccc21
  A: 0	B: 0.1	C: -1%	D: -5%	E: -10%	F: 2%	G: -1%	H: -4%
15. CCOc1ccc(C2C(C#N)=C(N)Oc3n[nH]c(C)c32)cc1OC(=O)C1CC1 (configuration not stated)
  A: -3	B: -2.4	C: 2%	D: 5%	E: u	F: -4%	G: 2%	H: -14%
16. COC(=O)[C@]1(C)N[C@H](c2ccc(-c3ccc(F)cc3)cc2)[C@@H]2C(=O)N(C)C(=O)[C@@H]21
  A: 0	B: -0.9	C: -6%	D: 7%	E: 5%	F: -14%	G: 6%	H: -1%
17. Cc1cccc(C(=O)N=c2c(C#N)cc3c(=O)n4cccc(C)c4nc3n2Cc2ccco2)c1
  A: -93*	B: 2.6&0.4	C: -1%	D: 50µM*	E: -28%	F: 0%&-6%	G: 0%&2%	H: 25µM*!
18. CCN(CC(=O)Nc1ccc(OC)cc1)C(=O)c1ccc2c(=O)n3c(nc2c1)CCC3
  A: -4	B: -4.1	C: -1%	D: -2%	E: 1%	F: 5%	G: 0%	H: 13%
19. OC[C@@H]1CN(Cc2ccc(F)cc2)C[C@H](n2cnc3c(Nc4ccccc4)ncnc32)O1
  A: 1	B: -13	C: x	D: -2%	E: 0%	F: 3%	G: -14%	H: -3%
20. COc1ccc(C(C)=O)cc1Cn1c(C)c(C(=O)NCc2cccc(Cl)c2)sc1=O
  A: 0	B: -0.2	C: x	D: 3%	E: 3%	F: 1%	G: 4%	H: 4%[57.1 µM]

Copied from above: nos. 9 to 20
Short forms: A = PI5P4K alpha inh; B = CCT modulator; C = Mm-Cpn inhibitor; D = EPAC1 antag; E = PLK1 PBD inh; F = EPAC1 ag; G = EPAC2 antag; H = WRN inhibitor
9. CCCCN(C(=O)COC(=O)c1ccc(C=O)cc1)c1c(N)n(CCC)c(=O)[nH]c1=O
  A: -2	B: 2.6	C: -2%	D: 13%	E: -2%	F: -1%	G: 16%	H: 1%
10. Cc1nn(-c2ccccc2[N+](=O)[O-])c(=O)c2ccccc12
  A: 1	B: 0.6	C: 1%	D: 14%	E: 6%	F: -6%	G: 1%	H: -4%
11. CC(C)C[C@@H](CSc1ccccc1)N1CCN(CCc2ccccc2)CCC1=O
  A: 16	B: -2.2	C: 3%	D: u	E: -22%	F: 4%	G: -7%	H: 1%
12. Cc1ccc(Cl)cc1NC(=O)Cn1cc2c(n1)CCCC2
  A: 0	B: -1.6	C: -2%	D: 2%	E: -4%	F: 4%	G: 5%	H: 3%
13. COc1ccc(NS(=O)(=O)c2cn(C)nc2C)cc1
  A: -2	B: -2.2	C: 1%	D: -8%	E: -4%	F: 0%	G: 4%	H: 4%
14. O=S(=O)(c1cccc2ccccc12)n1nnc2ccccc21
  A: 0	B: 0.1	C: -1%	D: -5%	E: -10%	F: 2%	G: -1%	H: -4%
15. CCOc1ccc(C2C(C#N)=C(N)Oc3n[nH]c(C)c32)cc1OC(=O)C1CC1 (configuration not stated)
  A: -3	B: -2.4	C: 2%	D: 5%	E: u	F: -4%	G: 2%	H: -14%
16. COC(=O)[C@]1(C)N[C@H](c2ccc(-c3ccc(F)cc3)cc2)[C@@H]2C(=O)N(C)C(=O)[C@@H]21
  A: 0	B: -0.9	C: -6%	D: 7%	E: 5%	F: -14%	G: 6%	H: -1%
17. Cc1cccc(C(=O)N=c2c(C#N)cc3c(=O)n4cccc(C)c4nc3n2Cc2ccco2)c1
  A: -93*	B: 2.6&0.4	C: -1%	D: 50µM*	E: -28%	F: 0%&-6%	G: 0%&2%	H: 25µM*!
18. CCN(CC(=O)Nc1ccc(OC)cc1)C(=O)c1ccc2c(=O)n3c(nc2c1)CCC3
  A: -4	B: -4.1	C: -1%	D: -2%	E: 1%	F: 5%	G: 0%	H: 13%
19. OC[C@@H]1CN(Cc2ccc(F)cc2)C[C@H](n2cnc3c(Nc4ccccc4)ncnc32)O1
  A: 1	B: -13	C: x	D: -2%	E: 0%	F: 3%	G: -14%	H: -3%
20. COc1ccc(C(C)=O)cc1Cn1c(C)c(C(=O)NCc2cccc(Cl)c2)sc1=O
  A: 0	B: -0.2	C: x	D: 3%	E: 3%	F: 1%	G: 4%	H: 4%[57.1 µM]

The list continues:
Short forms: A = PI5P4K alpha inh; B = CCT modulator; C = Mm-Cpn inhibitor; D = EPAC1 antag; E = PLK1 PBD inh; F = EPAC1 ag; G = EPAC2 antag; H = WRN inhibitor
21. Cc1ccc(S(=O)(=O)n2c(CN3CCCC(C)C3)nc3ccccc32)cc1 (configuration not stated)
  A: x	B: -5.4	C: 3%	D: -8%	E: -3%	F: 16%	G: -7%	H: -12%
22. NS(=O)(=O)c1ccc(CCNC(=O)CCCn2c(SCC(=O)N3CCCC3)nc3ccsc3c2=O)cc1
  A: -9	B: 0.1	C: 2%	D: -11%	E: -12%	F: -1%	G: -6%	H: -1%
23. CC(=O)Nc1ccc(N=c2cc([N+](=O)[O-])cc(Cl)n2O)cc1
  A: 2	B: -0.2	C: -2%	D: -7%	E: -11%	F: 7%	G: -9%	H: -1%
24. Nc1c(Cl)ncnc1N/N=C/c1ccc(O)cc1
  A: u	B: -2.2	C: -1%	D: u	E: -8%	F: -4%	G: 28µM*	H: -22%
25. Cc1cccc(NC(=O)CN2CCOCC2)c1C
  A: -3	B: -1.8	C: 0%	D: -27%	E: -7%	F: 4%	G: 3%	H: -4%
26. O=C(/C=C/c1cccc([N+](=O)[O-])c1)NC(=S)Nc1cccc(NC(=O)c2ccccc2Cl)c1
  A: 5	B: -2.3	C: 1%	D: -16%	E: -5%	F: 0%	G: 7%	H: -2%
27. COCOCCn1cc(CN2CCS(=O)(=O)N(Cc3ccc(-c4ccc(OC)cc4)cc3)C(C(C)C)C2=O)nn1 (configuration not stated)
  A: 14	B: -1.2	C: x	D: -15%	E: -5%	F: -4%	G: -20%	H: -3%
28. Nc1scc2c(C(=O)N/N=C/c3ccc(Cl)cc3)nn(-c3ccccc3)c(=O)c12
  A: x	B: 1.8	C: -2%	D: 0%	E: u	F: -1%	G: 5%	H: -8%[57.1 µM]
29. Nc1n[nH]c(N)c1N=Nc1ccccc1F
  A: 6	B: 0.9	C: -2%	D: 4%	E: -2%	F: -1%	G: 1%	H: 12%
